Assay outcomes: PubChem BioAssay, several laboratories
PfHsp40 rescue = rescue of yeast from PfHsp40 toxicity, primary screen, S. cerevisiae, ATP luminescence; S. cerevisiae expressing PfHsp40, growth rescue; 0.68% of 340,000 active; growth rescue, % at 12.5 µM; in the data active means growth rescue above about 28%, passing the limit was not always enough; inconclusive means no clear call, values can overlap the other calls;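 further: yeast W303a lacking pdr1 and pdr3 grown in galactose medium; growth measured after three days at 30 °C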
3CLpro inhibitor = SARS-CoV 3CLpro protease inhibitors, primary screen, biochemical, quenched FRET | Replicase polyprotein 1ab (Severe acute respiratory syndrome coronavirus), P0C6X7 | recombinant SARS-CoV 3CLpro, quenched FRET peptide cleavage | inhibition, % at 6 µM | 0.14% of 290,000 active | AID 1706, 2009; in the data active means inhibition above about 12%
Vc quorum ag = inducers of Vibrio cholerae quorum light production without autoinducers, primary screen, BH1578 luxS cqsA deficient, single point | V. cholerae BH1578 lux reporter, luminescence, 6 h | activation, % at 18.7 µM | 0.16% of 350,000 active; in the data active means activation mostly above about 9.7%, no sharp cut-off; inconclusive means no clear call, values can overlap the other calls; inactive means mostly below about 3.7%; further: not every result past the cut was called active; inactives centre near 0; reference of the scale not given here
VHR inh abs = VHR1 phosphatase inhibitors, primary screen, biochemical, absorbance, uHTS; inhibition, % at 13.3 µM; 0.52% of 290,000 active; recombinant VHR phosphatase, pNPP absorbance; Dual specificity protein phosphatase 3 (Homo sapiens), P51452; in the data active means inhibition above about 50%; further: some compounds called inactive have numbers as strong as hits
Target sequence (P51452 whole entry, looked up): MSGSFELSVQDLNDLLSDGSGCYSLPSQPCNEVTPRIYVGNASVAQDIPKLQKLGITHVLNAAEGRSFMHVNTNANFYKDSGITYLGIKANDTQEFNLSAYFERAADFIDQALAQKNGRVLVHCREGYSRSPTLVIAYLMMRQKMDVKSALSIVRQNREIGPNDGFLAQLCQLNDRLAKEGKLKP
Y pestis TopoI = Yersinia pestis topoisomerase I inhibitors, primary screen, biochemical, cleavage product accumulation, plate reader, single point; DNA topoisomerase I (Yersinia pestis CO92); Y. pestis Topo-I cleavage product accumulation; activity, % at 10 µM; 0.064% of 360,000 active; in the data active means activity above about 50%, passing the limit was not always enough; inconclusive means no clear call, values can overlap the other calls; further: inactives centre near 2
CCHFV vOTU inh = CCHFV vOTU protease inhibitors, primary screen, biochemical, Pep-AMC substrate, fluorescence; AID 651958, 2012; 0.55% of 370,000 active; inhibition, % at 11.5 µM; in the data active means inhibition above about 30%; further: 0% = vehicle wells with enzyme and 100% = no enzyme wells
BoNT-A LC inh2 = BoNT/A light chain protease inhibitors, primary screen, biochemical, flow cytometry, MLPCN library | multiplex microsphere protease substrate cleavage | inhibition, % at 10 µM | 0.17% of 360,000 active | AID 588499, 2011; further: plate controls were buffer without enzyme for full effect and enzyme alone for no effect
TcdB inh = TcdB glycohydrolase inhibitors, primary screen, biochemical, single point, plate reader | inhibition, % at 9.99 µM | 0.24% of 350,000 active | TcdB glycohydrolase enzymatic assay | Toxin B (Clostridioides difficile), P18177; in the data active means inhibition above about 10%
PriA SSB inh = inhibitors of Klebsiella pneumoniae PriA binding to SSB C-terminal tail, primary screen, biochemical, AlphaScreen; PriA–SSB C-terminal tail interaction (Klebsiella pneumoniae); AlphaScreen SSBct-PriA binding, biotinylated peptide; inhibition, % at 33 µM; 0.6% of 430,000 active; AID 1272365, 2023; in the data active means inhibition mostly above about 37%, no sharp cut-off; inactive means mostly below about 20%;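 further: plate controls were negative control peptide for no effect and reference peptide for full effect; strong numbers were not always called active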
Anthrax LF prot = Bacillus anthracis LF protease inhibitors, primary screen, biochemical, multiplex microsphere, MLPCN library; Lethal factor (Bacillus anthracis), P15917; multiplex microsphere protease cleavage assay; inhibition, % at 10 µM; 0.12% of 360,000 active; AID 588501, 2011; further: plate controls were buffer without enzyme for full effect and enzyme alone for no effect
Target sequence (P15917 whole entry, looked up): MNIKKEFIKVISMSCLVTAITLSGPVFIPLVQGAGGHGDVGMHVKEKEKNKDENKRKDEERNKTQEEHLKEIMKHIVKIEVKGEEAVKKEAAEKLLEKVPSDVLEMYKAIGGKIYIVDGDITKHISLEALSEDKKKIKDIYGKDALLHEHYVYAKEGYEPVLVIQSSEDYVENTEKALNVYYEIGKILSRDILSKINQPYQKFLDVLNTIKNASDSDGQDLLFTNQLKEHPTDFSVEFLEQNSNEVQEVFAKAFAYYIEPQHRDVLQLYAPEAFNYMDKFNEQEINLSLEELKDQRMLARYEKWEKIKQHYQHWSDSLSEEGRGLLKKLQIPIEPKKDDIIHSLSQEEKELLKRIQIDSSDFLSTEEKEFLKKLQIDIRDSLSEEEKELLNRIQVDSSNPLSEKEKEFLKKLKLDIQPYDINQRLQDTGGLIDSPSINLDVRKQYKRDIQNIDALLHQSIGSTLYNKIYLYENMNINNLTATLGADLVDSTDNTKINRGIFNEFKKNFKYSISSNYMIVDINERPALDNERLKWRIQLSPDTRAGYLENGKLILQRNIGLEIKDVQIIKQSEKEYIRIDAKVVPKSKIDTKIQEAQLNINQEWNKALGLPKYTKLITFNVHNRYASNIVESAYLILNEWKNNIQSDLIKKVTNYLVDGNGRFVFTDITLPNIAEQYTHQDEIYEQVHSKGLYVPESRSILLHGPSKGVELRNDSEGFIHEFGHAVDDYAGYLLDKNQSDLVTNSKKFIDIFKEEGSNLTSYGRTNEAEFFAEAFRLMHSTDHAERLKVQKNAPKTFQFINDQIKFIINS
An asterisk follows results filed as active; i = inactive; ? = inconclusive; . = no result given; & = joins results of further samples. Unless noted, no stated cut-off is given here; in the data, active means inhibition above about 30%; inconclusive means no clear call, values can overlap the other calls; inactive means below that. The list is partial; count on the stated rates, not on these rows.

SMILES	PfHsp40 rescue	3CLpro inhibitor	Vc quorum ag	VHR inh abs	Y pestis TopoI	CCHFV vOTU inh	BoNT-A LC inh2	TcdB inh	PriA SSB inh	Anthrax LF prot
CCCCN(Cc1ccccc1)S(=O)(=O)c1cc2c(cc1Br)CC(C)N2C(C)=O (stereo unspecified)	-0.3	.	-2.9	.	34	-7	-0.1	-3.4	-1	-4
COc1ccccc1C(=O)C1CCCN(C(=O)c2cnn(C(C)C)c2)C1 (stereo unspecified)	0.3	3	-0.4	10	2	2	-1.6	0.0	-5	2
CCN(c1ccccc1)S(=O)(=O)c1ccc(Cl)c(NC(=O)CSc2ncn[nH]2)c1	-1.9	8	-0.2	-9	3	17	-0.3	0.0	-4	0
COc1ccc(CNc2cccc(C)n2)c(O)c1	-1.6	4	-0.7	2	0	-11	-2.9	0.5	-6	-10
CCn1ncc(C(=O)Nc2ccc(S(=O)(=O)N3CCCC3)cc2)c1C	-0.5	-4	.	-7	5	-4	0.2	.	-9	-3
COc1cc2c(cc1OC)CN(C(C)C(=O)N1CCc3ccccc31)CC2 (stereo unspecified)	-0.8	0	i	35	0	-4	0.9	.	-8	6
COc1ccc(N2CCN(C(c3nnnn3C3CCCC3)C(C)C)CC2)cc1 (stereo unspecified)	-0.2	1	-0.1	28	5	4	-2.5	-2.3	-10	-1
COc1ccc(NC(=O)c2nc3nccc(C)n3n2)cn1	-1.4	6	i	24	4	0	-0.4	.	-10	2
COc1ccc2c(c1)c1nc3ccccc3nc1n2CC(=O)OC(C)C	-0.5	4	-0.3	12	6	3	3.7	.	-6	-7
CCCC(=O)N(Cc1cc2ccccc2[nH]c1=O)c1ccccc1OC	-0.5	3	-0.5	-4	16	28	-0.3	-3.8	-6	-9
Cc1cc(Br)ccc1OCCCCN1CCC(C)CC1	0.5	3	-0.5	-8	-4	-6	0.3	1.3	-4	2
COc1cc(Br)c(CC(=O)NC2CC2)cc1OC	1.0	-3	-0.7	31	2	-9	-2.6	-0.6	-7	5
COCCNc1nc(C)cc(-c2cc(C(=O)NCc3ccccc3)on2)n1	0.5	.	-0.3	15	4	-4	-0.8	1.1	4	1
COC(=O)c1sc(-c2ccc(Cl)cc2)cc1NC(=O)/C=C/C(=O)O	0.7	4	-0.2	-16	6	4	.	1.9	-4	.
Cc1cccc(NS(=O)(=O)c2c(C(=O)N3CCOCC3)c(C)n(C)c2C)c1C	-0.9	-6	-0.2	5	1	11	2.2	0.4	-1	-2
COc1ccc(NC(=O)Cc2nnc(N)s2)cc1	1.1	2	0.0	7	8	9	0.0	-0.1	7	-7
Nc1nc(N)nc(-c2ccc(Cl)c(Cl)c2)n1	21	.	i	.	-14	-6	-0.3	1.5	-7	-4
C[C@@H]1COC(=O)[C@@H](CC(=O)OC(C)(C)C)C/C=C\C[C@@H](CC(=O)N(CCO)Cc2ccccc2)C(=O)N1	0.7	.	i	.	11	0	-0.3	1.3	-21	-1
O=C(O)c1ccccc1C(=O)N1CCc2c([nH]c3ccccc23)C1C(F)(F)F (stereo unspecified)	.	-3	-0.8	2	-5	4	.	0.1	-10	.
COc1ccc(-n2nc3c(c2NC(=O)c2ccc(Br)o2)CS(=O)(=O)C3)cc1	-0.3	-1	-3.1	-2	-2	14	1.2	1.0	-5	1
Cc1cc(NC(=O)CSc2nnc(COc3ccccc3)o2)no1	-0.6	-3	0.5	32	-1	6	0.3	.	-3&-8	4
CCCc1c(C(=O)N/N=C/c2cccs2)nnn1-c1nonc1N	0.5	-3	-0.7	-13	0	21	0.0	0.3	.	0
O=C(COc1ccc(Br)cc1)OCc1nnc(-c2ccccc2)o1	15	0	i	17	22	-5	-0.3	.	-21	-2
COCC1CCN(C(=O)C2CCC(=O)N(Cc3cccc(C(F)(F)F)c3)C2)CC1 (stereo unspecified)	0.0	-7	-0.4	46	2	-12	-0.5	0.5	-4	0
CSCCC(NC(=O)c1ccc([N+](=O)[O-])cc1Cl)C(=O)OCC(=O)C12CC3CC(CC(C3)C1)C2 (stereo unspecified)	0.3	4	i	-4	33	8	-1.8	-0.2	8	0
COc1ccc(OC)c(CCNC(=O)Cn2cccc2C(=O)c2ccccc2C)c1	0.3	0	-0.3	10	7	11	-0.8	0.0	-2	-2
COc1ccc2oc(C(=O)Nc3nc4ccc(S(C)(=O)=O)cc4s3)c(C)c2c1	-1.5	.	-2.3	.	-1	-3	-8.5	0.4	-14	0
CCO[C@H]1OC(C(=O)NCc2ccccc2)=C[C@@H](c2ccc(C(F)(F)F)cc2)[C@@H]1CCCO	15	1	-0.9	18	-2	19	0.0	2.8	2	-8
CCCc1cc(=O)oc2c(C)c3occ(C)c3cc12	-0.2	-6	23*	3	-4	-1	1.0	.	-32	0
O=S(=O)(Oc1ccc(Cl)cc1)c1cccc2cccnc12	.	3	i	16	14	3	0.0	4.2	-11	-10
Cc1n[nH]c(C)c1S(=O)(=O)N1CCCC(C(=O)NCC2COc3ccccc3O2)C1 (stereo unspecified)	0.0	-1	i	29	-9	-2	0.5	.	0	-1
Cc1ccc(/C=C2/Sc3ccccc3N(CC(=O)NCCCOC(C)C)C2=O)cc1	8.0	-3	-0.1	-11	31	-10	2.3	.	-4	-4
c1ccc(-n2nnc(-c3nccs3)n2)cc1	-0.6	.	-0.4	.	13	0	-0.6	-0.4	2	-19
COC1=C(N2CCOCC2)C(=O)c2ccccc2C1=O	0.2	-9	0.4	57*	4	25	-2.3	-9.0	-8	-3
O=C(CCc1ccccc1)NC(=S)Nc1ccc2c(c1)C(=O)OC2	-0.2	3	0.7	9	0	-2	0.2	1.3	-6	-3
O=C(N1CCCCC1)N1CCN(C(=O)N(c2ccccc2)c2ccccc2)CC1	-1.1	0	-1.5	-1	35	-15	0.0	1.2	-10	1
CN1C(=O)Cc2cc(S(=O)(=O)N3CCN(c4cccc(C(F)(F)F)c4)CC3)ccc21	-0.9	-3	-0.3	52*	1	14	1.8	-0.9	2	0
O=S(=O)(Nc1ccc(N2CCCCC2)cc1)c1ccccc1F	.	-4	0.6	17	-2	3	1.3	-70	30	-28
COCOCCn1cc(CN2CCS(=O)(=O)N(Cc3ccc(-c4ccc(Cl)cc4)cc3)C(CC(C)C)C2=O)nn1 (stereo unspecified)	.	.	-1.1	.	33	9	-0.1	0.7	.	-3
O=C(Cc1cccc(C(F)(F)F)c1)NCc1ccc(Cl)cc1	-0.8	5	-0.3	2	4	16	0.0	.	-17	0
CCCCC1C(=O)N(c2ccccc2)N(c2ccc(O)cc2)C1=O (stereo unspecified)	6.5	.	i	.	-1	-2	-1.8	0.5	-4	-1
O=S(=O)(Cc1nnnn1-c1ccc(Br)cc1)c1ccc(F)cc1	19	-1	4.5	14	4	-12	2.6	-0.7	-16	0
Cc1ccn2c(=O)nc(SCC(=O)Nc3ccc4c(c3)OCO4)nc2c1	0.3	.	i	.	-3	10	-1.1	1.2	-9	-1
CN(C)C(=O)C(OC(=O)c1ccc2ccccc2n1)c1ccccc1 (stereo unspecified)	-0.5	-4	-0.4	-16	6	9	0.9	1.5	-6	-1
N#Cc1ccccc1S(=O)(=O)N1CCN(C(=O)C2CCCCC2)CC1	-0.2	.	1.1	.	-1	-6	-0.3	0.8	0	4
COc1cccc(OCCCN2CCN(S(=O)(=O)c3ccc(NC(C)=O)cc3)CC2)c1	-1.2	-1	-2.5	39	14	-8	?	.	4	-3
CCOC(=O)Nc1nn(-c2ccc(C)cc2)c(=O)c(C#N)c1C	0.7	5	-0.3	14	2	11	0.3	0.9	-4	3
O=C(c1ccco1)N1CCN(Cc2ccc(Cl)cc2)CC1	0.0	-8	i	19	0	7	-0.4	.	2	-1
Cc1ccc(NC(=O)CSc2nc(N)c(-c3ccccc3)c(=O)[nH]2)cc1Cl	-0.9	-1	-0.4	-11	0	-2	0.2	0.8	-7	-2
CSc1ccc(S(=O)(=O)N2CCC(C(=O)NCc3ccccn3)CC2)cc1	0.2	-4	i	7	-2	-17	-0.1	0.3	-4	-4
Cc1c(NC(=O)c2ccccc2NC(=O)c2ccccc2)cccc1C(=O)O	-0.3	1	-0.6	-14	1	-8	0.0	1.4	-4	4
O=Cc1cn(-c2ccccc2)nc1-c1ccccc1	3.0	3	-0.3	-10	9	2	-1.1	-0.5	-26	-7
S=C(NCCc1ccccc1)NCc1cccc(Cl)c1	13	-1	-0.5	5	-5	.	-0.7	-0.5	-27	0
O=C(NCC1(N2CCCCC2)CCCCC1)c1ccc(NS(=O)(=O)c2ccccc2)cc1	-1.6	.	-0.7	.	10	-8	-4.2	-0.1	-8	4
Cc1ccc(-n2c(SCC(=O)N3CCOCC3)nc(O)cc2=O)cc1	0.6	4	-1.4	7	6	-4	-4.1	2.1	10	-4
CCOC(=O)c1oc2ccc(Cl)cc2c1NC(C)=O	0.5	-4	-0.9	15	9	-3	-1.3	4.6	-4	-2
CC(=O)Cn1c(CN2CCCCC2)nc2ccccc2c1=O	0.3	-3	0.3	13	-13	7	-0.2	-7.9	-2	1
CCCn1c2ccccc2c2cnn(CC(=O)NC3CCC(C)CC3)c(=O)c21 (stereo unspecified)	0.1	-4	i	-4	7	7	3.3	0.2	-6	2
CCc1nnc(NS(=O)(=O)c2ccc(NCc3cc(Br)ccc3O)cc2)s1	-1.7	9	-0.8	1	8	.	3.3	.	13	2
CCCCNC(=O)CSc1nc2ccccc2n1S(=O)(=O)c1ccc(Cl)cc1	0.3	1	-0.3	0	7	-10	-0.8	.	-7&0	1

Random excerpt: four records from the list, in no set order.
SMILES	PfHsp40 rescue	3CLpro inhibitor	Vc quorum ag	VHR inh abs	Y pestis TopoI	CCHFV vOTU inh	BoNT-A LC inh2	TcdB inh	PriA SSB inh	Anthrax LF prot
CCOC(=O)Nc1nn(-c2ccc(C)cc2)c(=O)c(C#N)c1C	0.7	5	-0.3	14	2	11	0.3	0.9	-4	3
O=Cc1cn(-c2ccccc2)nc1-c1ccccc1	3.0	3	-0.3	-10	9	2	-1.1	-0.5	-26	-7
CCCCNC(=O)CSc1nc2ccccc2n1S(=O)(=O)c1ccc(Cl)cc1	0.3	1	-0.3	0	7	-10	-0.8	.	-7&0	1
Cc1ccc(-n2c(SCC(=O)N3CCOCC3)nc(O)cc2=O)cc1	0.6	4	-1.4	7	6	-4	-4.1	2.1	10	-4

(further entries)
SMILES	PfHsp40 rescue	3CLpro inhibitor	Vc quorum ag	VHR inh abs	Y pestis TopoI	CCHFV vOTU inh	BoNT-A LC inh2	TcdB inh	PriA SSB inh	Anthrax LF prot
Cc1cc2oc(C(=O)N3CCN(Cc4ccccc4)CC3)c(C)c2cc1C	3.0	.	-0.5	.	17	0	-0.3	0.7	-10&-1	-2
N/C(=N\N=C/c1ccc(Br)cc1)N/N=C\c1ccc(Br)cc1	-0.1	-3	-1.1	19	-12	11	0.7	0.6	.	4
O=C(NCCc1cccc(C(F)(F)F)c1)C1CCC(=O)N(Cc2ccc(Cl)cc2)C1 (stereo unspecified)	3.5	5	i	28	11	2	-0.5	-0.3	-10	3
CCN1C(=O)c2cccc3c(S(=O)(=O)N4CCNCC4)ccc1c23	-0.3	.	-1.7	.	-12	-59	3.0	0.7	-15	2
CCc1ccc(Oc2nc([N+](=O)[O-])nn2C)cc1	0.1	-3	-0.2	35	-7	6	0.6	-0.2	10	-2
